Bioassay records from PubChem BioAssay.
Furin inh: inhibitors of human furin. P09958. purified furin, fluorogenic substrate cleavage. inhibition, % at 30 µM. hit rate 0.061% among 220,000. AID 463115; in the data active means inhibition above about 25%; further: inactives centre near -15
Target sequence (P09958 108-714 limits assumed): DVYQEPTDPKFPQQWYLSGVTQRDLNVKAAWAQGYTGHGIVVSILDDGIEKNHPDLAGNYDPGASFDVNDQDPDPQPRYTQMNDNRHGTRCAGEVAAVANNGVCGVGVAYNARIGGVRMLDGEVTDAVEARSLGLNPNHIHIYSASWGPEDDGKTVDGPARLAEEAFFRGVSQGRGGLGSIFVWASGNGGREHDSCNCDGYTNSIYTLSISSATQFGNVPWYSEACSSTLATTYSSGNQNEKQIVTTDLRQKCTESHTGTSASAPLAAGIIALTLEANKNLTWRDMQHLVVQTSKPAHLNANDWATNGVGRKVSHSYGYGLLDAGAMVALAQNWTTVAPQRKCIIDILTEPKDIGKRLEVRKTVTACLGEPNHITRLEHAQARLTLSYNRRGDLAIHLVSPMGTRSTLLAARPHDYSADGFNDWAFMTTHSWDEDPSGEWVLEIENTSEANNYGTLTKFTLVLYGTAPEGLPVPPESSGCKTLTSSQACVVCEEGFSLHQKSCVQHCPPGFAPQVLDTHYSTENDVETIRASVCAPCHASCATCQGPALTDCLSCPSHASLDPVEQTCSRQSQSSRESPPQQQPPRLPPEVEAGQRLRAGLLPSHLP
Calpain2 inh: blocks pig calpain II enzyme activity. hit rate 0.37% among 220,000. purified calpain II, fluorogenic peptide substrate, 30 min. inhibition, % at 16 µM;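 active means inhibition above about 50%, limit read from the data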
TRPML3 ag: activates the human TRPML3 channel; HEK293 TRPML3-YFP, Fluo-8 calcium fluorescence; 100% = the carbachol control signal; activation, % at 3 µM; hit rate 0.29% among 220,000; AID 1448;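 active means activation above its plate's cutoff, the mean activation of the plate's test wells plus 3 SD, cut at about 12% in these data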;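 further: 0% = DMSO only wells and 100% = carbachol wells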
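Test system – HEK293 line with stable expression of human TRPML3-YFP channel · Control set – carbachol 87 µM final as high control (100%), DMSO as low control (0%) · Signal – Fluo-8 calcium dye fluorescence, ex 470-495, em 515-575 nm · Incubation – 1-h 37 °C dye load, 5-s basal, 120-s post-compound reads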
KCC2 mod: modulators of human KCC2 chloride dependent transport. hit rate 2.2% among 190,000. B-score of Tl+ flux slope (higher = more flux/activation; lower = inhibition) at 10 µM. KCC2 cells, thallium flux FluoZin-2 fluorescence;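 active means thallium flux slope and its plate-corrected score both differing from the plate sample mean at a set confidence after two filtering rounds, in either direction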;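 further: slope of fluorescence scaled to starting intensity during 10 to 20 s after thallium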
zfTRPN1 agonist: agonists of zebrafish TRPN1 channel. HEK293 zebrafish TRPN1-YFP, Fluo-8 calcium fluorescence; 100% = response to 87 µM carbachol. activation, % at 3 µM. hit rate 0.18% among 220,000;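 active means activation above its plate's cutoff, the mean activation of test wells on that plate plus 3 SD, cut at about 19% in these data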;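 further: 0% = DMSO alone and 100% = 87 µM carbachol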
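Material – zebrafish TRPN1-YFP in HEK293 cells · Doses – 3 µM single point · Schedule – dye 1 h 37 °C plus 30 min RT · Signal – Fluo-8 calcium fluorescence, excitation 470-495 nm, emission 515-575 nm · Read-out – % activation versus carbachol response · Control set – carbachol high, DMSO low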
PPC-1+TRAIL kill: kills PPC-1 cancer cells in the presence of TRAIL; PPC-1 cells + TRAIL, ATPLite viability luminescence; cell killing (% activity), % at 4 µM; AID 1443; hit rate 0.41% among 220,000;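 active means cell killing above 50% in the first pass at 4 µM, then a duplicate retest at 5 µM averaging 50% or more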;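 further: plate controls were cells with TRAIL plus DMSO for no effect and medium-only wells lacking cells for full effect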
Tb hexokinase: T. brucei hexokinase 1 inhibition | inhibition, % at 10 µM | AID 1430 | hit rate 0.11% among 220,000 | recombinant TbHK1, G6PDH-coupled NADH A340;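 active means inhibition of 50% or more in the single-dose primary screen; inactive means inhibition below 50%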
EBV gp42 block: EBV gp42 inhibition. Fluorescence polarization binding assay, mP read-out. inhibition, % (tested at 21.74 µM). hit rate 0.42% among 220,000. AID 1085; in the data active means inhibition above about 50%
Target sequence (Q1HVG2 whole entry, looked up): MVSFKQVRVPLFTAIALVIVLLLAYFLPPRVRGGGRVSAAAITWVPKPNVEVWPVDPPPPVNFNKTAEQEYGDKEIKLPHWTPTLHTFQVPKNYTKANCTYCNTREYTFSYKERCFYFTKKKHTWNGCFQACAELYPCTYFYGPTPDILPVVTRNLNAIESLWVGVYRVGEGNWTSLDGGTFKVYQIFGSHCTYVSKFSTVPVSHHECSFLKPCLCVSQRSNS
Thrombin inh: thrombin (human) inhibition; P00734; alpha-thrombin, Boc-VPR-AMC fluorogenic substrate cleavage; inhibition, % at 5 µM; hit rate 0.26% among 220,000;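 active means inhibition at or above 40%; inactive means inhibition below 40%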;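 further: 0% = enzyme with no compound and 100% = wells without enzyme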
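Test system: human alpha-thrombin; medium: pH 7.5 Tris-saline with Tween 20; times: reaction at room temperature; signal: AMC fluorescence at 355 nm excitation and 460 nm emission; also added: Boc-VPR-AMC substrate, 15 µM final; dosing: one concentration per compound, 5 µM, with 0.2% DMSO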
* = called active by the depositor; · = not tested or not shown; [ ] = another dose, or the depositor's remark.

SMILES	Furin inh	Calpain2 inh	TRPML3 ag	KCC2 mod	zfTRPN1 agonist	PPC-1+TRAIL kill	Tb hexokinase	EBV gp42 block	Thrombin inh
c1ccc(CCn2c(C3CC3)nc3ccccc32)cc1	-19[20 µM]	20	-1.0	·	-0.1	0	-6	-3	-6
COc1ccccc1-c1ccc(SCc2ccc([N+](=O)[O-])cc2)nn1	-18	7	0.4	0.053	-0.2	14	4	10	2
Cc1ccc(-c2csc(N(C)C(=O)c3c(C)nn(-c4ccccc4)c3Cl)n2)cc1	-6[20 µM]	29	0.9	0.098	0.1	6	-10	-4	-13
O=C(NC1CCCc2ccccc21)c1ccccc1Br (stereo not drawn)	-10[20 µM]	7	-0.3	·	-2.3	15	0	-16	6
O=C(O)CNC(=O)/C(=C\c1ccc2c(c1)OCO2)NC(=O)c1ccc(Br)cc1	-17	-31	0.5	·	-0.1	7	-28	-5	5
CCCn1c(SCC(=O)NCc2ccccc2)n[nH]c1=O	-28	12	0.5	0.11	-0.3	4	-6	1	-21
O=C1CCCN1c1ccc(S(=O)(=O)NCc2ccco2)cc1	-17[20 µM]	-11	0.4	1.3	0.1	4	0	6	-2
Cc1ccc(NC(=O)N(CCCN2CCOCC2)Cc2cc3cc4c(cc3[nH]c2=O)OCO4)cc1	-13	-25	0.7	·	-1.7	9	-41	-5	8
Cn1c(CN2CCCC2)nc2cc(NC(=O)c3ccco3)ccc21	-7[20 µM]	12	0.2	·	1.4	20	0	-17	-4
O=C(c1cc(-c2ccccc2)nc2ccccc12)N1CCN(c2ccccn2)CC1	0[20 µM]	5	0.0	-1.1	2.7	-2	-11	-10	-12
Cc1cccc2cc(CN(Cc3cccs3)C(=S)NCC3CCCO3)c(=O)[nH]c12 (stereo not drawn)	-17	-23	0.1	0.041	0.0	26	-15	-2	-3
COc1ccc(-c2nc(CS(=O)CC(=O)NCCCN3CCCC3)c(C)o2)cc1OC (stereo not drawn)	-13	-15	-0.3	0.68	0.0	8	0	-22	0
O=[N+]([O-])c1ccc(OCCOc2ccccc2/C=N/n2cnnc2)cc1	-19	-28	1.4	0.72	2.4	11	-7	1	5
Cc1[nH][nH]c(=O)c1C(c1ccc(-c2ccc(Cl)c(Cl)c2)o1)c1c(C)[nH][nH]c1=O	0[20 µM]	-32	0.8	-3.9*	0.1	20	4	6	-9
COC(Cc1nnc(SC)n1-c1ccccc1)OC	-10[20 µM]	1	0.8	1.6	0.5	-5	-1	-16	1
Cc1cccc(OCC(=O)N2CCC(N3CCCCCC3)CC2)c1	-27	-16	0.1	0.02	0.0	4	1	-11	0
S=c1[nH]nc(Nc2ccccc2Cl)s1	-16	15	0.8	-5.3*	-0.1	1	-8	-26	-11
CCOC(=O)c1ccc(NC2Nc3cc(C)nn3S2)cc1 (stereo not drawn)	-14	30	-1.5	0.13	-0.6	-3	-6	1	-14
CNc1nc(Nc2ccc(C)c(Cl)c2)nc(N)c1[N+](=O)[O-]	-7	-2	-1.0	-1.2	-1.9	18	-22	-16	-2
O=c1c2c3c(sc2nc(NCCOCCO)n1Cc1ccco1)CCCCC3	-16	-21	1.4	0.95	4.4	13	-15	10	-2
CCOC(=O)c1cnn(-c2nc(-c3ccc(F)cc3)cs2)c1C(F)(F)F	-8[20 µM]	-29	1.2	0.81	0.8	8	-5	5	-5
O=C(c1ccco1)N1CCN(Cc2nc3ccc([N+](=O)[O-])cc3c(=O)n2-c2ccccc2F)CC1	-26[20 µM]	-80	1.1	0.0005	0.6	6	-27	-17	2
O=C(C[n+]1ccc2ccccc2c1)c1cccc2ccccc12	-5	-12	0.2	-0.07	-0.8	3	-5	7	-9
CCCc1cc(=O)n2[nH]c(C)cc2n1	-22	-39	0.4	·	-0.6	17	-2	1	-4
COc1ccccc1CNc1ncnc2c1nnn2Cc1ccccc1	-21	-37	0.0	·	-1.1	-8	-4	9	-15

One compound at a time, as listed above. Order of values: Furin inh | Calpain2 inh | TRPML3 ag | KCC2 mod | zfTRPN1 agonist | PPC-1+TRAIL kill | Tb hexokinase | EBV gp42 block | Thrombin inh
`O=C1CCCN1c1ccc(S(=O)(=O)NCc2ccco2)cc1` in the list: -17[20 µM] | -11 | 0.4 | 1.3 | 0.1 | 4 | 0 | 6 | -2
`CCOC(=O)c1cnn(-c2nc(-c3ccc(F)cc3)cs2)c1C(F)(F)F` in the list: -8[20 µM] | -29 | 1.2 | 0.81 | 0.8 | 8 | -5 | 5 | -5
`O=C(NC1CCCc2ccccc21)c1ccccc1Br` (stereo not drawn) in the list: -10[20 µM] | 7 | -0.3 | · | -2.3 | 15 | 0 | -16 | 6

Further structures
SMILES	Furin inh	Calpain2 inh	TRPML3 ag	KCC2 mod	zfTRPN1 agonist	PPC-1+TRAIL kill	Tb hexokinase	EBV gp42 block	Thrombin inh
O=C1Nc2c(c(=O)[nH]c(=O)n2-c2ccccc2)C1(Nc1ncccn1)C(F)(F)F (stereo not drawn)	-22[20 µM]	-6	0.3	·	0.6	9	2	4	13
Cc1sc(Nc2ccc([N+](=O)[O-])cc2)nc1-c1c(C)n(C)n(-c2ccccc2)c1=O	-3[20 µM]	-25	0.6	·	0.4	-18	-11	10	-2
Cc1coc2cc3oc(=O)c4c(c3cc12)CCCC4	-18	-90	0.3	-1.6	0.8	6	-15	-5	6
NC(=O)CSc1nnc(-c2ccc(S(=O)(=O)N3CCCC3)cc2)n1Cc1ccco1	-9	1	0.5	-0.6	0.6	-13	10	1	5
CCCCCCCCCCCC(=O)N1CC(=O)NC(=O)C1	-2	23	0.1	0.14	0.5	8	7	-10	27
CCCC1CC(CSc2ncn[nH]2)OC1=O (stereo not drawn)	-13	5	1.1	1.4	-0.4	19	0	9	0
CC(c1nc2ccccc2c(=O)[nH]1)N1CCN(C)CC1 (stereo not drawn)	-4[20 µM]	6	0.4	-0.31	2.2	25	2	1	6
CC1=C(C(=O)Nc2ccc(C)cc2)C(c2ccc(N(C)C)cc2)NC(=O)N1 (stereo not drawn)	-20[20 µM]	-3	1.1	-1.2	-1.1	15	-1	3	-1
CN(C(=O)COc1cc(=O)n(C)c2ccccc12)c1ccc(Cl)cc1	4	-12	-0.6	·	1.3	11	0	-10	-8
COc1ccc(C2/C=C\CN(C(=O)Oc3ccc(C(F)(F)F)cc3)CC(=O)N2Cc2ccc(F)cc2)cc1 (stereo not drawn)	-21	14	·	-1.2	·	-2	-2	-6	0
Cc1ccc2nc(NC(=O)CSCc3ccccc3)sc2c1	-12[20 µM]	-4	1.0	·	2.3	36	-13	-29	5
N#Cc1c(C#N)c(O)c2ccccc2c1O	-21	-60	1.6	-0.74	3.1	0	-2	68*	2
COc1ccc(CC(=O)Nc2cc(C)on2)cc1OC	0[20 µM]	21	0.2	0.27	-0.5	32	-1	-2	-6
Cc1ccc(-n2c(-c3cc(-c4ccco4)[nH]n3)n[nH]c2=S)c(Br)c1	-12	-11	1.0	-3	1.9	-19	-4	3	-1
CCCn1c(/N=C/c2cc(OC)ccc2O)nc2ccccc21	-14	-17	1.1	0.38	1.0	-12	0	-5	3
Cc1cc(/C=N/Nc2ccc([N+](=O)[O-])cn2)c(C)n1-c1ccc(C(=O)O)cc1	-6	-32	-0.7	·	0.3	18	-4	61*	1
Cc1ccc(C(C(=O)NC2CCCCC2)N(CCC(C)C)C(=O)CNC(=O)c2ccco2)o1 (stereo not drawn)	-18	23	0.0	-0.45	-1.3	-6	5	-1	-1
Cc1cc(C)cc(N(CC(=O)N2CCN(c3ccccc3)CC2)S(=O)(=O)c2c(C)noc2C)c1	-38	-22	-0.1	·	1.1	21	-11	-8	2
C=C(C)Cn1c(CCNC(=O)C(C)C)nc2ccccc21	-20[20 µM]	-1	-0.3	0.1	0.0	8	-2	-17	-4
COC(=O)C1CCN(CC(=O)Nc2cc(Cl)ccc2OC)CC1	-14	12	-0.2	0.31	0.4	12	6	-3	-4
COc1ccccc1Nc1ccc(S(=O)(=O)N2CCCCC2)cc1[N+](=O)[O-]	-17	-4	0.2	0.47	0.0	23	-5	-9	-7
COc1cc2nc(CN3CCN(S(=O)(=O)c4ccc(C)c(C)c4)CC3)[nH]c(=O)c2cc1OC	-26	-34	0.6	-0.68	1.2	10	-13	-10	10
O=C1CC(c2ccc(S(=O)(=O)N3CCN(c4ccccc4)CC3)cc2)CN1 (stereo not drawn)	-7[20 µM]	-46	0.4	-0.44	-0.3	19	-6	-7	-1
CC(C)(C)c1ccc(C(=O)N2CCC(C(=O)NCc3ccncc3)CC2)cc1	-2[20 µM]	6	1.2	0.23	0.9	9	2	-24	0
O=C1c2cccnc2C(=O)N1Cc1ccco1	1	-32	-0.1	0.24	1.2	-5	7	-7	1

Next records.
SMILES	Furin inh	Calpain2 inh	TRPML3 ag	KCC2 mod	zfTRPN1 agonist	PPC-1+TRAIL kill	Tb hexokinase	EBV gp42 block	Thrombin inh
Cc1cc(C(=O)CSc2nnc(N)s2)c(C)n1CCc1ccc(F)cc1	-10	14	0.8	·	1.8	13	0	-14	2
Nc1nc2ccccc2n1/N=C/c1ccc(Br)cc1	-14[20 µM]	39	-0.6	1.7	-0.8	1	-2	-7	19
O=C(CSc1nnc(Cn2c(=O)sc3ccccc32)n1CCc1ccccc1)N1CCOCC1	-32	-30	-0.3	-0.85	0.5	2	-7	-4	-5
CCN(CC(=O)NCc1cccs1)C(=O)c1ccc(S(=O)(=O)N(C)C)cc1	-27	-36	0.4	-0.11	1.3	-9	-1	3	-4
CC(C)(C)c1ccc(OCc2nc(-c3ccccn3)no2)c(Br)c1	-12[20 µM]	27	0.6	0.88	-0.4	27	-1	0	19
CCOc1nc(C)ccc1-c1noc(C)n1	-35	-44	0.8	0.92	-0.1	12	4	-1	-7
CC(=O)Nc1ccc(-c2csc(Nc3ccc(S(N)(=O)=O)cc3)n2)cc1	-26	3	-0.6	-1.2	0.0	4	-2	-9	-6
O=C(Nc1ccccn1)C1(c2ccccc2)CCCC1	-18[20 µM]	15	0.0	-1.4	-0.4	13	-2	-18	-2
COc1ccc(C(=O)NCCCCCC(=O)O)cc1OC	-6[20 µM]	-16	0.6	·	-0.8	-12	-1	-9	1
CN(Cc1nc(-c2cccs2)no1)CC1(N2CCOCC2)CCCCC1	-26	-11	1.2	0.5	0.2	-2	-2	1	-10
CCOC(=O)C(Sc1cc(C)nc(N)n1)C(C)=O (stereo not drawn)	-16[20 µM]	-3	0.4	1.1	-0.9	16	-4	6	-6
CN1CCN(C(=O)c2cnn3c(C(F)F)cc(C4CC4)nc23)CC1	-20[20 µM]	-96	1.2	0.8	0.6	-2	1	-11	4
CC(=O)N1CCN=C1SCc1ccc(Cl)cc1	-23	2	0.5	-0.35	-0.2	27	1	-1	-8
Cc1noc(-c2ccccc2)c1NC(=O)Nc1ccc(Cl)cc1	-9	-1	3.1	·	-0.4	-3	-8	-10	-3
C=C1Cn2c(nnc2-c2ccc(Cl)cc2)S1	-18	9	-1.0	·	-1.7	-11	-1	-2	-5
Cc1cc(C)c(C(=O)Cn2nc(C)c([N+](=O)[O-])c2C)cc1C	-31	-3	-0.5	0.13	0.3	11	-2	-6	·
CCc1ccc(C2NC(C(=O)O)CS2)cc1 (stereo not drawn)	-6[20 µM]	-11	0.5	-0.41	-0.9	36	-6	-16	2

In the list so far, these have a tert-butyl group:
SMILES	Furin inh	Calpain2 inh	TRPML3 ag	KCC2 mod	zfTRPN1 agonist	PPC-1+TRAIL kill	Tb hexokinase	EBV gp42 block	Thrombin inh
CC(C)(C)c1ccc(C(=O)N2CCC(C(=O)NCc3ccncc3)CC2)cc1	-2[20 µM]	6	1.2	0.23	0.9	9	2	-24	0
CC(C)(C)c1ccc(OCc2nc(-c3ccccn3)no2)c(Br)c1	-12[20 µM]	27	0.6	0.88	-0.4	27	-1	0	19
